# Screening data as filed in PubChem.
# TEAD-YAP inh: TEAD-YAP interaction inhibition; HEK-TIYL cells, TEAD-Gal4/YAP UAS-luciferase luminescence; inhibition, % at 9.12 µM; 640,000 compounds, 1.4% hits; AID 1259422; in the data active = inhibition above about 32%;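 note: 0% = median of test compound wells and 100% = reference inhibitor wells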
# GPR151 ag: activates the human receptor GPR151; Q8TDV0; PathHunter beta-arrestin GPR151 cells, luminescence; activation, % at 11.2 µM; 650,000 compounds, 1% hits; AID 1508602; in the data active = activation above about 4.9%;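 note: 0% = median of compound wells and 100% = cells with positive control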
# Target sequence (Q8TDV0 whole entry, looked up): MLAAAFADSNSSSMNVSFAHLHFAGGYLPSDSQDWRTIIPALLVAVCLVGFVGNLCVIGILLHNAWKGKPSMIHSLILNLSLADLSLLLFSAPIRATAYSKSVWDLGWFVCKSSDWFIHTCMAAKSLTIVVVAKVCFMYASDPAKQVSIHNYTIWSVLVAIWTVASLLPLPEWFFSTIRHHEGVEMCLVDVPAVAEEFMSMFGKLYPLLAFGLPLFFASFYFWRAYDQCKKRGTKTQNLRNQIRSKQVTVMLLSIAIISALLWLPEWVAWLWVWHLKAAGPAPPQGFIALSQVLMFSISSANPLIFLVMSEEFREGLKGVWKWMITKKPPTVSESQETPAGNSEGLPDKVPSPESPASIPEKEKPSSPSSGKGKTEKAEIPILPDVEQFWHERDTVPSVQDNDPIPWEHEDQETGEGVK
# FBW7 act: activators of human E3 ligase FBW7; Q969H0; AlphaScreen FBW7–phospho-cyclin E peptide binding, activator screen; normalized activity (activation), % at 26.1 µM; 650,000 compounds, 0.13% hits; AID 1259310; in the data active = normalized activity above about 1.9%;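 note: purified mutant Fbw7 with reduced substrate affinity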
# Target sequence (Q969H0 whole entry, looked up): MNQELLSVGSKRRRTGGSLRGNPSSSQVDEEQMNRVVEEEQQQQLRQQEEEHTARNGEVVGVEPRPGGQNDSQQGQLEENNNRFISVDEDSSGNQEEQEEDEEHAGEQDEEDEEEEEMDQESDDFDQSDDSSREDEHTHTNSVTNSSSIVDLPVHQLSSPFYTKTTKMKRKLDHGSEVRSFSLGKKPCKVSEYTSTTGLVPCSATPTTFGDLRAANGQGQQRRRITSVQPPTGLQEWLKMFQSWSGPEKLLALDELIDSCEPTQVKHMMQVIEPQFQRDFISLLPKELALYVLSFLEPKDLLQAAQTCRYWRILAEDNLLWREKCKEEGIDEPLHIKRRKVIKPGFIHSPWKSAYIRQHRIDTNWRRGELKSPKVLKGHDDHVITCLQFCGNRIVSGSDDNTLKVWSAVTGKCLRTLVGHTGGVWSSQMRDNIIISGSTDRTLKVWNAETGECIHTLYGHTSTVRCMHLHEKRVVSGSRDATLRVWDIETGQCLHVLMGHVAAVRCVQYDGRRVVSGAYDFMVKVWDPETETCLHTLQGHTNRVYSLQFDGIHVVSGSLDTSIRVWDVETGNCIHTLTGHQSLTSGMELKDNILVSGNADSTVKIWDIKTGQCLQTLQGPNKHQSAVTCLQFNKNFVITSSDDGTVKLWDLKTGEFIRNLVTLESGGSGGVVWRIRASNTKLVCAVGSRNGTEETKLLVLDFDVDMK
# MITF inh: inhibitors of human MITF; 650,000 compounds, 0.91% hits; AID 1259374; O75030; inhibition, % at 2.6 µM; AlphaScreen MITF homodimerization, bead proximity signal; in the data active = inhibition above about 50%;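 note: 0% = vehicle wells with protein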
# * hit, by the source's call; . = no result given; & = joins results of further samples.
Compound	MITF inh	GPR151 ag	TEAD-YAP inh	FBW7 act
C[C@H](NC(=O)N[C@H]1C[C@H]2C(=O)N[C@@H](CCCCN)C(=O)N2C1)c1ccccc1	-6	0.1	11	-0.5
CCc1c(C)nc(SCC(=O)NC2CCCCC2)[nH]c1=O	11	-0.4	-3	-0.1
CCOc1cc(CN2CCN(Cc3cc(OC)c(OC)cc3OC)CC2)ccc1OC	7	-0.2	5	0.2
COc1ccc(N(CC(=O)N2CCC(C(N)=O)CC2)S(C)(=O)=O)cc1	12	0.1	2	0.5
COc1ccc(CN2CCCC(C(=O)N3CCCCCC3)C2)cc1OC (centres undefined)	60*	0.0	0	0.0
Cc1cc([N+](=O)[O-])ccc1NC(=O)c1cc2ccccc2oc1=O	-4	0.6	1	-0.1
COc1ccc(-c2nc3c4cnn(C)c4ncn3n2)cc1OC	8	-0.7	0	0.4
Cc1cc(C)n(-c2ccc(C(F)(F)F)cc2[N+](=O)[O-])n1	-8	-0.9	6	0.0
CN1C(=O)/C(=C/c2cn(CC(=O)N3CCCC3)c3ccccc23)C(=O)NC1=S	4	0.0	10	-0.2
COCc1cc2cccc3c2n(c1=O)CCC3	5	0.9	10	-0.2
COc1cc(C(=O)NN(CCC#N)C2=NS(=O)(=O)c3ccccc32)cc(OC)c1OC	-2	0.0	1	-0.2
Cc1ccccc1OCC(O)CN1CCN(Cc2ccc3c(c2)OCO3)CC1 (centres undefined)	2	-1.4	1	-0.1
CCc1c(C)nc(SCc2ccc(Br)cc2)[nH]c1=O	-10	0.6	-5	0.0
CCN(CC)C(=O)Nc1ccc(Cl)cc1	8	-0.8	-11	0.0
COc1ccc(OC)c(C2NC(=O)NC(C)=C2C(=O)OCc2ccccc2)c1 (centres undefined)	-10	1.4	-1	0.0

# Further compounds follow.
Compound	MITF inh	GPR151 ag	TEAD-YAP inh	FBW7 act
O=C(COC(=O)c1cc(=O)c2ccccc2o1)NCC1CCCCC1	25	-0.3	8	0.9
CC1CCCC(C)N1C(=O)COC(=O)c1ccc[nH]c1=O (centres undefined)	20	-1.0	-9	0.4
Cc1nn(-c2ccccc2)c2c1C(c1ccccc1[N+](=O)[O-])C(C#N)=C(N)O2 (centres undefined)	0	-1.2	-5	0.1
c1ccc2[nH]c(CNc3ncnc4nc(Nc5ccc(N6CCOCC6)cc5)[nH]c34)nc2c1	2	-2.1	1	-0.1
CCOc1ccc(/C(O)=C2/C(=O)C(=O)N(CCN(C)C)C2c2ccc(Cl)cc2)cc1C (centres undefined)	4	-0.9	-1	0.2
O=C(NCCN1CCOCC1)c1ccnc(N2CCN(c3ccccn3)CC2)c1	-7	0.7	8	0.0
COc1ccc(-c2noc(CN(C(=O)Cc3ccc([N+](=O)[O-])cc3)C(C)C)n2)cc1	-11	0.3	-8	0.2
CC(C)Oc1ccc(CCN=C(N)N=C(N)N)cc1Cl	-6&5&1	1.2&0.8&0.4	4&5&12	0.0&-0.1&0.1
COc1ccccc1CC(=O)Nc1ccc2nc3n(c(=O)c2c1)CCCCC3	8	1.0	-60	-0.2
COc1ccc(NC(=O)N2CCc3nc(-c4ccccc4)c4c(c3C2)CO[C@@H](C)C4)cc1	-17	-0.2	.	-0.2
CC(=O)c1cccc(S(=O)(=O)NCC(c2ccco2)N2CCCCC2)c1 (centres undefined)	-11	7.0*	10	-0.2
CN(C)c1ccc(NC(=O)CSc2nnc3c4ccccc4n(C)c3n2)cc1	-3	2.1	3	-0.2
O=C1c2ccccc2C(=O)N1/N=C/c1ccc(Oc2ccc([N+](=O)[O-])cn2)cc1	8	0.1	16	0.0
CC1(C)OC(=O)C(=CNC(CC(=O)O)C(=O)O)C(=O)O1 (centres undefined)	-7	2.0	4	0.1
O=C1C2CCCN2S(=O)(=O)c2ccccc2N1Cc1ccccc1 (centres undefined)	-6	1.9	1	-0.5

# (listing goes on)
Compound	MITF inh	GPR151 ag	TEAD-YAP inh	FBW7 act
COC(=O)c1c(NC(=O)/C=C/c2cccs2)sc2c1CCC2	-3	2.0	-3	0.3
CC1=C(C)CC2C(=O)N(c3cc(C)ccc3C)C(=O)C2C1 (centres undefined)	-11	0.5	3	-0.1
CC(C)=CCn1c(NCc2ccccc2)nc2c1c(=O)[nH]c(=O)n2C	3	-0.5	-7	-0.3
C=CCOc1ccc(/C(O)=C2/C(=O)C(=O)N(CCCN(C)C)C2c2ccc(N(C)C)cc2)cc1C (centres undefined)	4	0.0	4	-0.1
CC1=C(C(=O)Nc2ccccc2C)C(c2cccs2)C(C#N)=C(SCC(=O)Nc2cccc(Cl)c2)N1 (centres undefined)	8	-1.4	-21	0.4
COc1ccc(Cl)cc1NC(=O)c1sc2nc(C)nc(N3CCN(c4ccccn4)CC3)c2c1C	4	3.3	-2	-0.1
C=CCOc1cccc(/C=N/NC(=O)C(=O)N2CCCCC2)c1	-13	0.4	-6	-0.2
O=C(O)/C=C/C(=O)Nc1nc(-c2ccc(Cl)cc2)cs1	-8	2.2	-16	-0.2
CC(=O)N1N=C(c2ccc(C)c(Cl)c2)OC12CCCC2	3	-1.0	-5	-0.1
O=C(CCCSc1ccccc1)Nc1cccc(CO)c1	9	1.1	-9	0.6
COc1ccc(N2CCN(S(=O)(=O)CCCNC(=O)C3CCCC3)CC2)cc1	6	1.6	7	0.1
O=C(Nc1ccc(-n2cccn2)cc1)C1CC12CCN(C(=O)CCc1ccco1)CC2 (centres undefined)	15	-1.3	2	0.0
COc1ccc(-n2ncc3c(NC4CCCCCC4)ncnc32)cc1	1	2.1	-67	0.0
CCCCNC(=O)Cc1c(C(=O)O)[nH]c2ccccc12	13	0.6	4	0.1
Cc1ccc2c(CNC3CCCCCCC3)c(C(=O)O)[nH]c2c1	13	-2.3	-14	0.4

# (further entries)
Compound	MITF inh	GPR151 ag	TEAD-YAP inh	FBW7 act
COc1cccc(C2(CC(=O)N3CCCC(C(C)=O)C3)CC(=O)N(C3CCCC3)C2=O)c1 (centres undefined)	11	-0.8	7	0.3
CCOC(=O)C1=C(C)N=c2s/c(=C/c3ccc(Cl)cc3Cl)c(=O)n2C1c1ccc(OC(C)=O)c(OC)c1 (centres undefined)	10	-0.3	1	-0.1
Cc1cccc(N2C(=O)CN(C)C2=S)c1C	13	-0.4	7	0.1
CC1=NN(c2ccccc2)C(=O)/C1=C\c1ccc(C)cc1	-4	0.2	6	-0.8
CC1CCC(Nc2nc3ccccc3c3nc(-c4cccnc4)nn23)CC1 (centres undefined)	-1	8.1*	-2	-0.1
Cc1cnc(CNc2cc(-c3ccncc3)nc(C)n2)nc1	16	0.6	-15	-0.5
C=CCc1cccc(/C=N/NC(=O)CCCO)c1O	29	-0.1	6	-0.1
COc1cccc(C(=O)N2CCN(c3nc4nonc4nc3N(C)C)CC2)c1	6	-1.2	-2	0.0
CC(C)(C)c1ccc(S(=O)(=O)Nc2cccc(C=O)c2)cc1	0	-0.4	8	0.0
Cn1cccc1/C=C(/C#N)c1ccccc1F	2	-0.5	9	-0.6
CN(C)Cc1c(O)ccc2c(=O)c(-c3ccc4c(c3)OCCO4)c(C(F)(F)F)oc12	-5	0.8	-7	0.1
CCCN(CCC)c1nc(NC2CCN(C(=O)OCC)CC2)nc(OC)n1	11	0.4	-9	0.1
CCN(CC)CCCN(Cc1ccco1)C(=S)Nc1cccc(Cl)c1C	8	0.9	7	0.1
O=C(C1CCN(Cc2ccccc2O)CC1)N1CCN(Cc2ccc3c(c2)OCO3)CC1	50	-1.2	2	0.5
COc1ccc(C(c2sc3nc(C)nn3c2O)N2CCC3(CC2)OCCO3)cc1 (centres undefined)	8	1.9	9	-0.2

# Further structures.
Compound	MITF inh	GPR151 ag	TEAD-YAP inh	FBW7 act
COc1ccccc1CCNC(=O)C1CC12CCN(Cc1cn[nH]c1-c1ccccc1)CC2 (centres undefined)	0	0.0	4	0.0
CC(=O)c1ccc(NC(=S)Nc2ccc3cn[nH]c3c2)cc1	8	-0.1	6	0.1
Cc1cnc(Nc2ccncn2)nc1NCc1cccnc1	24	-1.9	13	1.4
COc1cc(COCC(O)CN2CCN(c3ccc(F)cc3)CC2)cc(OC)c1OC (centres undefined)	-1	0.8	-7	0.0
COCCCN1C(=O)C(=O)/C(=C(\O)c2ccc(C)cc2)C1/C=C/c1ccccc1 (centres undefined)	1	1.5	-1	0.1
CCN(CC)C(=O)N(Cc1ccccc1OC)Cc1cc2cc(C)ccc2n2nnnc12	-4	-0.7	10	0.0
COCCn1c(=S)[nH]c2cc(C(=O)NCCN(C)C)ccc2c1=O	10	-0.4	3	0.3
COc1cc(Br)c(CNCc2ccc3c(c2)OCO3)cc1OC	45	0.4	5	0.1
COCCN(CCOC)S(=O)(=O)c1ccc(C(=O)Nc2nnc(-c3ccccc3Cl)s2)cc1	4	0.6	-1	-0.1
Cc1cc(=O)oc2cc(OCC(=O)OCc3ccc([N+](=O)[O-])cc3)ccc12	2	3.4	-21	0.2
CC(=O)Nc1ccc(OCC(=O)NC(Cc2ccccc2)C(C)=O)cc1 (centres undefined)	10	-0.8	-26	0.1
O=C1[C@@H]2CCCN2C(=O)c2ccccc2N1Cc1ccc2ccccc2n1	-2	0.8	6	-0.2
CCNCC(O)COc1ccccc1C(C)=O (centres undefined)	-326	1.1	2	-0.1
COc1ccc(NC(=O)CSc2cn(Cc3ccccc3C)c3ccccc23)c(OC)c1	11	1.4	0	-0.2
CC(=O)c1ccc(NC(=O)c2cnn3c(C)cc(C)nc23)cc1	-7	-8.3	3	0.0

# The list goes on.
Compound	MITF inh	GPR151 ag	TEAD-YAP inh	FBW7 act
CCOc1ccccc1C1C(C(=O)OC)=CN(Cc2ccc(Cl)cc2)C=C1C(=O)OC	-30	0.4	-5	0.4
COc1ccc(NC(=O)CSc2nc3c(sc(=S)n3-c3ccccc3C)c(=O)n2-c2ccccc2F)c(OC)c1	-9	0.0	-5	0.9
O=C(c1cc(S(=O)(=O)N2CCCCC2)c(Cl)cc1Cl)N1CCCCC1	-8	0.3	-5	-0.2
CC(=O)Nc1ccc(NC(=O)C/C(C)=N/NC(=O)C(=O)NCCO)cc1	-1	5.8*	-1	0.1
Cc1cnc(N2CCCC2CO)nc1NCCN1CCOCC1 (centres undefined)	-13	-2.2	-7	-0.1
C=CCOC(=O)C1=C(C)NC(=O)NC1c1cccc(OCc2ccccc2)c1 (centres undefined)	6	0.3	2	-0.1
CC(=O)c1cccc(NC(=O)COc2ccccc2[N+](=O)[O-])c1	-11	6.2*	-30	0.0
CC(C)C(=O)N(c1ccc(Cl)cc1)C1C=CS(=O)(=O)C1 (centres undefined)	-10	1.1	4	0.1
Cc1cccc(NC(=O)C(=O)c2ccco2)c1N1CCC2(CC1)OCCO2	-4	0.1	-2	0.1
COc1cccc(C2=NOC(C(=O)N3C(C)CCCC3C)C2)c1 (centres undefined)	1	0.5	-36	-0.1
COc1cccc(NC(=O)C(=O)N/N=C/c2ccc(C(C)C)cc2)c1	6	1.0	0	-0.2
CCOc1ccc(/C=C2/C(=O)ON=C2C)cc1Br	55*	0.0	-10	0.0
CCCN(CCC)CCCNc1ccc2nnc(-c3ccccc3)n2n1	13	0.0	-1	0.9
Cc1cc(C)n2c(SCC(=O)Nc3ccc(C(C)(C)C)cc3)nnc2n1	11	-0.2	-1	0.3
O=C(CN(c1ccccc1)S(=O)(=O)c1ccc(Cl)cc1)NCc1ccncc1	12	1.9	-5	0.1

# Compound profiles, as listed above. Order of values: MITF inh	GPR151 ag	TEAD-YAP inh	FBW7 act
# Entry for `Cc1cc(C)n2c(SCC(=O)Nc3ccc(C(C)(C)C)cc3)nnc2n1` = 11	-0.2	-1	0.3
# Entry for `CC(C)C(=O)N(c1ccc(Cl)cc1)C1C=CS(=O)(=O)C1` (centres undefined) = -10	1.1	4	0.1

# Two records picked at random from those above:
Compound	MITF inh	GPR151 ag	TEAD-YAP inh	FBW7 act
O=C(c1cc(S(=O)(=O)N2CCCCC2)c(Cl)cc1Cl)N1CCCCC1	-8	0.3	-5	-0.2
Cc1cccc(NC(=O)C(=O)c2ccco2)c1N1CCC2(CC1)OCCO2	-4	0.1	-2	0.1

# Copied from the list:
# O=C(c1cc(S(=O)(=O)N2CCCCC2)c(Cl)cc1Cl)N1CCCCC1 | MITF inh: -8
# O=C1c2ccccc2C(=O)N1/N=C/c1ccc(Oc2ccc([N+](=O)[O-])cn2)cc1 | GPR151 ag: 0.1
# CC(=O)c1cccc(S(=O)(=O)NCC(c2ccco2)N2CCCCC2)c1 (centres undefined) | FBW7 act: -0.2
# CC(=O)N1N=C(c2ccc(C)c(Cl)c2)OC12CCCC2 | MITF inh: 3
# CCOc1cc(CN2CCN(Cc3cc(OC)c(OC)cc3OC)CC2)ccc1OC | GPR151 ag: -0.2
# COCCN(CCOC)S(=O)(=O)c1ccc(C(=O)Nc2nnc(-c3ccccc3Cl)s2)cc1 | FBW7 act: -0.1

# Continuation:
Compound	MITF inh	GPR151 ag	TEAD-YAP inh	FBW7 act
CCNC(=O)N1CCCC1c1nc(-c2ccccc2OC)c2ccccn12 (centres undefined)	20	1.7	-12	-0.5
CC(C)(C)C1CCc2c(sc3c2C(=O)NC(c2ccccc2Cl)N3)C1 (centres undefined)	25	-0.2	-1	0.3
CC1(C)CC(C)(C)OC(c2ccccc2)=N1	12	-1.3	3	0.5
O=S(=O)(/C=C/c1ccccc1)NNc1ccccc1	2	-0.5	-1	0.0
COc1ccccc1-c1nnc2sc(-c3cc(OC)c(OC)c(OC)c3)nn12	5	-1.0	2	0.0
CCOC(=O)C1=C(C)N=c2s/c(=C\c3ccc(OCc4ccccc4Cl)c(OC)c3)c(=O)n2C1c1c(OC)ccc2ccccc12 (centres undefined)	10	1.4	3	0.4
CC1c2cccn2CCN1S(=O)(=O)c1cc(Br)ccc1Br (centres undefined)	-3	-1.1	-7	0.0
C/C(=N\NC(=O)CNC(=O)c1ccncc1)c1ccco1	-1	0.6	3	0.1
